# Screening data from PubChem BioAssay.
# VP16 counter: VP16 counterscreen qHTS for inhibitors of ROR gamma transcriptional activity | Drosophila S2 Gal4-VP16 UAS-luciferase, luminescence, 20 h | Potency, µM (titrated, usually from 53.6 µM), without a hit: at the highest dose activity, negative = inhibition, actives largely listed as inhibitors | hit rate 3.5% among 310,000;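 further: Gal4-VP16 expression switched on by copper sulfate through the metallothionein promoter; potency means the concentration at half of the fitted maximal effect; on the % scale 0 is the no-effect control and ±100 the full control effect; nearly all actives have a fitted effect of over 50% in size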
# RORg inh: qHTS for inhibitors of ROR gamma transcriptional activity; Nuclear receptor ROR-gamma (Mus musculus), P51450; hit rate 5.4% among 310,000; Drosophila S2 Gal4-RORgamma UAS-luciferase reporter, 20 h; Potency, µM (top dose mostly 53.6 µM), without a hit: top-dose activity change, negative = inhibition, hits mostly inhibitors; further: potency means the concentration at half of the fitted maximal effect; on the % scale 0 is the no-effect control and ±100 the full control effect; nearly all actives have a fitted effect of over 60% in size
#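 Using a luciferase readout, inhibitors were identified by reduced reporter activity in Drosophila cells coexpressing a copper-inducible Gal4–ROR gamma fusion and UAS-driven Photinus luciferase, incubated 20 hr after 700 uM copper sulfate.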
# Menin MLL FP TR: qHTS Assay for Inhibitors Targeting the Menin-MLL Interaction in MLL Related Leukemias: Competition With Texas Red Labeled MLL-derived Mutant Peptide. Menin + Texas Red MLL mutant peptide, fluorescence polarization. O00255. Potency, µM (titrated, usually from 61.6 µM), without a hit: top-dose FP activity change, negative = inhibition, most hits filed as inhibitors. AID 1768, 2009. hit rate 0.23% among 270,000; active means well fitted inhibition curve with a large enough effect in the polarisation, with a control signal flat, not every such curve was filed as active; inconclusive means small, poorly fitted or top-dose-only effect, or effect the other way, or a change in a side signal; inactive means no such curve, though single readings can be large or run the other way; the % refers to the polarisation; further: potency means the concentration at half of the fitted maximal effect; % of control where 0% means no effect; many of its hits are not listed in these tables
# BRCA1 expr up: qHTS Assay to Identify Small Molecule Activators of BRCA1 Expression | MCF7-BRCA1-FFLuc reporter, luminescence, 48 h; response scale: scaled: vehicle 0%, 10 µM genistein 100% | Potency, µM (highest dose often 46.1 µM), for inactives: at the top dose activation, actives largely listed as activators | hit rate 1.1% among 380,000; further: potency means the concentration at half of the fitted maximal effect; nearly all actives have a fitted effect of over 80% in size; some results filed as inactive show a strong effect at the top dose
#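 Quantitative HTS in MCF7 cells stably reporting BRCA1 expression via firefly luciferase. Compound treatment lasts 48 h at 37 °C in phenol-red free MEM. Activation is expressed relative to genistein at 10 microM and DMSO.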
# p53 reactivation: qHTS assay for re-activators of p53 using a Luc reporter | Potency, µM (top dose mostly 92.2 µM), for inactives: top-dose activity change, positive = activation, hits mostly activators | hit rate 0.063% among 320,000 | H1299 p53-A138V BP100-luciferase reporter, luminescence, 24 h | AID 504706, 2011; further: potency means the concentration at half of the fitted maximal effect; % of control where 0% means no effect; nearly all actives have a fitted effect of over 45% in size
#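 H1299 (p53-null), stable ts p53-A138V + BP100-Luc; 1000 cells/well, Opti-MEM/10% FBS; cpd 4 pt, 1:5; 24 h, 37 deg C, 5% CO2; detection reagent 10 min RT; luminescence.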
# ELG1 genotox: qHTS screen for small molecules that induce genotoxicity in human embryonic kidney (HEK293T) cells expressing luciferase-tagged ELG1. hit rate 1.3% among 330,000. HEK293T ELG1-luciferase reporter, luminescence, 16 h. Potency, µM (top dose mostly 46 µM), without a hit: at the highest dose activity change, positive = activation, usual class: activators. AID 504466, 2011; further: potency means the concentration at half of the fitted maximal effect; % of control where 0% means no effect; nearly all actives have a fitted effect of over 60% in size
#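 After overnight (16 hr) compound treatment at 37 °C, ELG1-luciferase HEK293T cells were lysed with ONE-Glo; luminescence quantified 30 min later at room temperature.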
# Rab9 promoter act: qHTS Assay for Rab9 Promoter Activators. Huh7 Rab9 promoter-luciferase reporter, luminescence, 24 h. Potency, µM (doses to about 9.22 µM), for inactives: at the top dose activation, negative = inhibition, usual class: activators. hit rate 2.8% among 320,000; further: potency means the concentration at half of the fitted maximal effect; % of control where 0% means no effect; nearly all actives have a fitted effect of over 60% in size
#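 Huh7 cells stably carrying a Rab9 promoter-luciferase reporter, 1500 cells per well in OP-MEM I with 10% FBS, treated with compound 24 hours at 37C. Luciferase activity read by luminescence after 10 minutes with Amplite reagent.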
# FLuc modulator: qHTS profiling assay for firefly luciferase inhibitor/activator using purifed enzyme and Km concentrations of substrates (counterscreen for miR-21 project). Luciferin 4-monooxygenase (Photinus pyralis), P08659. purified FLuc, Km substrates, luminescence inhibition. Potency, µM (top dose mostly 57.5 µM), without a hit: at the highest dose activity change, negative = inhibition, hits mostly inhibitors. hit rate 6.9% among 360,000;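 further: potency means the concentration at half of the fitted maximal effect; plate controls were vehicle for no effect and reference inhibitor for full effect; nearly all actives have a fitted effect of over 55% in size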
# Target sequence (P08659 whole entry, looked up): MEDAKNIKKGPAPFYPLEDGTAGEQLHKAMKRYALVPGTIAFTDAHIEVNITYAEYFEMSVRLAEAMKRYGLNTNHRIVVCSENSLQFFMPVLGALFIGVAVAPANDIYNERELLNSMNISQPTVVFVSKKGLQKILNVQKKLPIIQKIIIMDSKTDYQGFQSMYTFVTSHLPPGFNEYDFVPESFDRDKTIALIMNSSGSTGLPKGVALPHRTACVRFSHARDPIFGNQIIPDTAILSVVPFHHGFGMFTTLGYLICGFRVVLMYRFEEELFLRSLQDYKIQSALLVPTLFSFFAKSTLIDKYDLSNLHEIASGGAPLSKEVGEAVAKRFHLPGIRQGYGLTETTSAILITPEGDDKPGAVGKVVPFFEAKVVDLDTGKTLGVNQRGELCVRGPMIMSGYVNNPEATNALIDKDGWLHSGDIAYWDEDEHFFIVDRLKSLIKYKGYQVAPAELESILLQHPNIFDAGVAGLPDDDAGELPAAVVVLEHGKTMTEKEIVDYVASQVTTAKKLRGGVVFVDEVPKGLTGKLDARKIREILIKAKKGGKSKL
#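 Purified P. pyralis luciferase (10nM final) with 10uM D-luciferin and 10uM ATP (Km levels) in 50mM Tris acetate pH 7.5, 10mM Mg acetate, 0.01% Tween-20, 0.05% BSA; qHTS 6-point titration, ~60 µM downward; luminescence read.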
# Giardia kill: Small Molecules that selectively kill Giardia lamblia: qHTS | Giardia lamblia trophozoite viability | hit rate 0.15% among 340,000 | activity change, % at 7.66 µM, hits read low; in the data active means activity change below about -80%; inconclusive means between about -30% and that limit;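 further: parasites exposed to compound for two days anaerobically before the ATP read; on the % scale 0 is the no-effect control and ±100 the full control effect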
#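 ATP-content bioluminescence gauges trophozoite survival. Cells (100/well) receive compound and incubate anaerobically for 48 hrs at 37 deg C; detection reagent follows for 15-30 min at room temperature.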
# NPC1 promoter act: qHTS Assay for NPC1 Promoter Activators; Huh7 NPC1 promoter luciferase reporter, 24 h; Potency, µM (highest dose often 9.22 µM), for inactives: at the top dose activation, usual class: activators; hit rate 2.4% among 320,000;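 further: potency means the concentration at half of the fitted maximal effect; % of control where 0% means no effect; nearly all actives have a fitted effect of over 60% in size; reporter is driven by a mutant NPC1 promoter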
#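 Luminescence read-out of NPC1 promoter-driven luciferase in stably transfected Huh7 cells; compounds delivered in DMSO and left 24 h at 37C, 5% CO2, qHTS titration format.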
# PKM2 activator: qHTS Assay for Activators of Human Muscle isoform 2 Pyruvate Kinase | Pyruvate kinase PKM (Homo sapiens), P14618 | purified PKM2, Kinase-Glo ATP luminescence, activation; response scale: 0% is enzyme alone, no compound | Potency, µM (highest dose often 57.5 µM), for inactives: at the highest dose activation, most hits filed as activators | hit rate 0.34% among 260,000; further: potency means the concentration at half of the fitted maximal effect; on the % scale 0 is the no-effect control and ±100 the full control effect; nearly all actives have a fitted effect of over 55% in size
# Target sequence (P14618 whole entry, looked up, canonical isoform): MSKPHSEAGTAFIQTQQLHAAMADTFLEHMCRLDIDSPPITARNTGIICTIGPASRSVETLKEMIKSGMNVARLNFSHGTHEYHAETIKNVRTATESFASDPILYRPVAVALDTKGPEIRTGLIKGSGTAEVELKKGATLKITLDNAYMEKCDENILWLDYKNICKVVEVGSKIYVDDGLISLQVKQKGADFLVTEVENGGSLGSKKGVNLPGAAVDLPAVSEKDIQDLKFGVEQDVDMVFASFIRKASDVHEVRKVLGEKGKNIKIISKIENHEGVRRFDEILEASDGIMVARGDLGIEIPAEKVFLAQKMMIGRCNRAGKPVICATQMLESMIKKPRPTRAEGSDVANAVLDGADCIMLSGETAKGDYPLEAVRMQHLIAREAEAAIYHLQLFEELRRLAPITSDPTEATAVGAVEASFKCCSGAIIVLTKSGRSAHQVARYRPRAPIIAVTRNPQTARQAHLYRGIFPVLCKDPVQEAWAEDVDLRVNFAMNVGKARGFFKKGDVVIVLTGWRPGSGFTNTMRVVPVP
#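 Purified hPK-M2 (>95%) run at intermediate activity with 0.1 mM ADP and 0.5 mM PEP in 50 mM imidazole pH 7.2, KCl, MgCl2; 1 h room temperature. ATP formed read by Kinase-Glo luminescence; normalized to uninhibited and no-enzyme controls.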
# * hit, by the source's call; u = inconclusive; x = not tested or not shown; [ ] = remark or other dose. Unless noted, the call rests on the fitted dose curve; in most records, active means well fitted curve in the direction sought with a large enough effect; inconclusive means small, poorly fitted or top-dose-only effect, or another doubt; inactive means no such curve, though single readings can be large; an effect the other way counts as inactive or inconclusive. This is a subset. The share of hits here may be higher or lower than overall.
SMILES,VP16 counter,RORg inh,Menin MLL FP TR,BRCA1 expr up,p53 reactivation,ELG1 genotox,Rab9 promoter act,FLuc modulator,Giardia kill,NPC1 promoter act,PKM2 activator
N#Cc1ccc(-c2nc3ccccc3nc2-c2ccccc2)cc1C#N,-5%,-9%,6%,-55%,2%,-3%,-2%,-3%,-2,-1%,-12%
COc1ccc(OC)c(/C=C/C(=O)N2CCN(S(=O)(=O)c3cc(C)ccc3C)CC2)c1,x,x,x,-1%,-14%,-5%,-4%,0%,7,-1%,x
Cc1cc(Cl)c(S(=O)(=O)Nc2ccc3c(c2)OCCO3)cc1OCC(=O)NC1CCCCC1,-4%,-29%,7%,-55%,5%,7%,-2%,0%,-3,-2%,1%
CC1CCCCN1c1nnc(NC(=O)Cn2c(=O)oc3ccccc32)s1 (centres undefined),0%,0%,-13%,-12%,3%,-2%,-9%,-2%,-9,0%,0%
O=C(COC(=O)c1ccccc1C(=O)c1ccccc1)NCCc1ccc(Cl)cc1Cl,-12%,23%,1%,-89%[inhibitor],7%,-6%,0%,2%,11,-1%,-8%
C=CCOc1cccc(CNCCCN2CCOCC2)c1,-3%,-8%,u,20%,-5%,-1%,9%,-3%,0,0%,-6%
CCOc1ccccc1-c1nc(-c2cc3ccccc3nc2OC)no1,-1%,7%,11%,-58%,-1%,-9%,-1%,-1%,11,2%,-4%
Cc1cnc(C(=O)Nc2cccc(-c3nnc4n3CCCCC4)c2)cn1,-17%,6%,11%,12%,5%,1%,6%,4%,2,1%,-1%
COc1ccc(C(=O)Nc2ccc(C3(C#N)CCCC3)cc2)cc1,-20%,u,-2%,-1%,0%,0%,21%,4.8µM*,12,14%,1%
O=C(CCN1C(=O)c2ccccc2S1(=O)=O)Nc1ccccc1O,12%,2%,4%,-7%,2%,-2%,-4%,2%,-16,-2%,2%
O=C(COc1ccc(F)cc1Cl)Nc1cccc(S(=O)(=O)N2CCCCCC2)c1,x,x,x,-13%,13%,-5%,1%,u,14,-1%,x
CC(=O)Nc1ccc(/C(C)=N/NS(=O)(=O)c2ccccc2)cc1,1%,-4%[10 µM],14%,20%,4%,1%,-1%,1%,u,0%,4%
Cc1nn(-c2ccccc2)c(N)c1N=Nc1cccc(S(=O)(=O)N2CCOCC2)c1,-12%,-10%,x,-51%,0%,-3%,-6%,u,6,-8%,-9%
CN(C(=O)CSC1=Nc2ccccc2C2=NC(c3ccccc3)C(=O)N12)C1CCCCC1 (centres undefined),-4%,15%,-14%,-44%,6%,0%,1%,-7%,0,0%,-2%
Cc1ccc(/C(N)=N/OC(=O)COc2ccccc2Cl)cc1,1%,u,12%,u,u,23µM*,-6%,19µM*,-4,17%,2%
CN(C(=O)c1ccccc1OC1CCN(S(C)(=O)=O)CC1)C1CCOC1 (centres undefined),-7%,2%,-3%,4%,2%,2%,-8%,-4%,-23,-3%,-12%
CN1CCCN(C(=O)c2ccc(Br)s2)CC1,2%,-11%,x,17%,13%,2%,3%,2%,5,-1%,-1%
Cc1onc(-c2ccccc2)c1C(=O)NC(=S)NNC(=O)c1ccncc1,u,u,7%,-21%,9%,-1%,-5%,0%,-13,0%,-10%
O=C(NCCc1ccccc1)C1(S(=O)(=O)c2ccc(Cl)cc2)CC1,1%,21%,5%,5%,-3%,0%,-1%,-3%,25,-3%,x
CC(Sc1nc(N)c2c3c(sc2n1)CSC(C)(C)C3)C(=O)Nc1ccccc1 (centres undefined),-22%,u,-15%,-73%[inhibitor],19%,-6%,1%,u,-19,-1%,7.1µM*
COc1ccc(C(=O)C(O)C(c2ccc(C)cc2)N2CCOCC2)cc1OC (centres undefined),-10%,16%,-5%,-6%,1%,0%,-2%,1%,1,-1%,x
O=C1CC(N2CCCc3ccccc32)C(=O)N1c1ccccc1Cl (centres undefined),-3%,-13%,12%,-1%,6%,-1%,-3%,-2%,36[activator],0%,0%
COc1cccc(C(=O)Nc2ccc(NC(=O)C3CC=CCC3C(=O)O)cc2)c1 (centres undefined),-22%,10%,x,-24%,3%,0%,4%,u,-14,8%,-10%
CC(C)c1ccc(S(=O)(=O)c2cnc(=S)[nH]c2N)cc1,u,-42%,20%,-13%,3%,-2%,-6%,2%,1,-4%,x
CN1CCN(C(=O)CSc2ccc(Cl)cc2)CC1,-2%,-20%,-10%,73%,2%,0%,0%,-8%,3,-3%,6%
# Carrying on.
SMILES,VP16 counter,RORg inh,Menin MLL FP TR,BRCA1 expr up,p53 reactivation,ELG1 genotox,Rab9 promoter act,FLuc modulator,Giardia kill,NPC1 promoter act,PKM2 activator
COc1cccc(/C(C)=N/NS(=O)(=O)c2ccc(Cl)cc2)c1,-10%[10 µM],7%,10%,-22%,-2%,0%,-1%,u,40[activator],0%,2%
O=c1cc(N2CCCCC2)c(-c2ccccc2)n[nH]1,2%,5%,-20%,34%,-1%,-1%,-2%,1%,-9,-4%,-2%
CC(C)CNC(=O)c1ccc(NC(=O)c2cccs2)cc1,-2%,u,3%,77%,15%,8%,26%,u,-5,20%,-2%
CC(C)C(CC(=O)N1CCCCC1)C1CCOC(C)(C)C1 (centres undefined),-4%,u,12%,0%,8%,1%,-2%,1%,-6,-5%,-16%
NC(=O)C1CCN(C(=O)C2CCC(=O)N(CC3CCCCC3)C2)CC1 (centres undefined),-8%,4%,10%,-2%,1%,4%,0%,2%,26,-2%,x
O=C(Nc1ccc(Br)cc1)C1OCCc2ccccc21 (centres undefined),-4%,37%,x,26%,4%,2%,u,17µM*,1,24%,6%
O=C(O)CCCC(=O)N1CCc2cc(S(=O)(=O)NCc3ccc(F)cc3)ccc21,-7%,3%,-1%,1%,-5%,4%,2%,-9%,-18,-1%,0%
CC(=O)Nc1ccc(Nc2nc(-c3sc(C)nc3C)cs2)cc1,-13%,u,22%,1%,-35%[inhibitor],-9%,-1%,21µM*,8,-5%,1%[11.5 µM]
O=C(OCC(=O)N(CCc1ccccc1)Cc1ccccc1)c1ccccc1NCCO,-8%,28%,x,22%,2%,-17%,16%,-2%,2,13%,-1%
COc1cc(/C=N/Nc2nc3ccccc3s2)ccc1OC(=O)c1ccccc1F,u,u,u,-33%,51%,6.5µM*,u,u,-4,24%,-6%
COc1cccc(C(=O)COC(=O)c2n[nH]c(=O)c3ccccc23)c1,-9%,-1%,6%,0%,2%,1%,2%,u,-4,-1%,3%
COc1ccc(CCN(C)C(=O)COc2ccc(C(=O)c3ccccc3)cc2)cc1OC,x,x,x,-25%,-5%,-12%,-1%,1%,-10,-6%,x
CCn1cc(C(=O)Nc2cccc(C(=O)OC)c2)c(=O)c2ccc(C)nc21,-17%,-1%,-5%,30%,-2%,-7%,20%,-4%,-4,14%,-15%
COc1ccc(COCC(O)CN2CCc3ccccc3C2)cc1OC (centres undefined),0%,-4%,-17%,-7%,-2%,-2%,1%,-2%,3,-1%,3%
COc1ccc(C(C(=O)NCC2CCCO2)N(Cc2ccc(F)cc2)C(=O)CNC(=O)c2ccco2)cc1OC (centres undefined),10%,-17%,-12%,-19%,-3%,0%,8%,0%,26,3%,-15%
O=C(NC1CCCCCC1)C1CC(=O)N(c2ccc(Cl)cc2)C1 (centres undefined),2%,1%,-24%,-3%,-5%,-4%,-4%,0%,-15,-1%,5%
O=C(NCCN1CCOCC1)c1cc(S(=O)(=O)NCCCN2CCCC2=O)ccc1Cl,-2%,-19%,-10%,0%,2%,0%,-3%,1%[2.3 µM],-6,0%,0%
CCCc1cc(C(=O)Nc2sc(C)c(C)c2C(=O)OCC)no1,-4%,8%,-21%,-4%,7%,1%,-2%,-2%,-12,1%,-8%
OC1CCCCC1,3%,-1%,x,7%,12%,3%,-5%,0%,25,2%,x
Cc1c(Cl)ccc2c(C(=O)Nc3cc(C(C)(C)C)on3)cc(-c3ccccn3)nc12,1%,-27%,18%,-43%,6%,2%,-1%,0%,-5,0%,-1%
